eLon inh – inhibits E. coli Lon protease; P0A9M0; 360,000 compounds, 0.42% hits; purified E. coli Lon protease, fluorescence polarization; inhibition, % at 7.94 µM; in the data active means inhibition above about 13%, passing the limit was not always enough;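 further: 0% = enzyme with probe and DMSO and 100% = no enzyme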
Target sequence (P0A9M0 whole entry, looked up): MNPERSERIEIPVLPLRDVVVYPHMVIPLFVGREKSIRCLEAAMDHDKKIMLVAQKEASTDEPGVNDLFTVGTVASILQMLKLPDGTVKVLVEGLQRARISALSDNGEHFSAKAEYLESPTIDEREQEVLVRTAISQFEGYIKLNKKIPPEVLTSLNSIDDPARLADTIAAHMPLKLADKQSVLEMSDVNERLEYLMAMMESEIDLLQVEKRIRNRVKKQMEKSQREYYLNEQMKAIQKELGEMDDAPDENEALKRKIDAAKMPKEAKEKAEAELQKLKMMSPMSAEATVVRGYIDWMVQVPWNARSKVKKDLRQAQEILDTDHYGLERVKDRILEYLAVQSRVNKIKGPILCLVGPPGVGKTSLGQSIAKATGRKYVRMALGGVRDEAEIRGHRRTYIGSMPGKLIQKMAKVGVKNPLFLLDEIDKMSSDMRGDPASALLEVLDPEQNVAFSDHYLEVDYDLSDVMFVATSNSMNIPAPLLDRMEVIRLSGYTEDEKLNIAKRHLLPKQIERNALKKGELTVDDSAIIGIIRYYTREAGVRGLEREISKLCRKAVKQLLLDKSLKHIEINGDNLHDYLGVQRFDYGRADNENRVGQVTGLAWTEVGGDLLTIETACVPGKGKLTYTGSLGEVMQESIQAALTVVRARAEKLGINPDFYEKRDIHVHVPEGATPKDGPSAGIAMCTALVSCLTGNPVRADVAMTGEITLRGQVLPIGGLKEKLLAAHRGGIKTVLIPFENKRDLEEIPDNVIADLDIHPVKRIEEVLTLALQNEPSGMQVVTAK
TbMetRS inhib – Trypanosoma brucei MetRS inhibition | AID 624268 | inhibition, % at 11.9 µM | purified T. brucei MetRS, ATP depletion, Kinase-Glo luminescence | 360,000 compounds, 0.4% hits;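 active means inhibition above a per-plate cutoff of the control wells' mean inhibition plus 3 SD, cut at about 5.5% in these data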;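 further: 0% = DMSO wells median and 100% = median of wells with control inhibitor compound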
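Test system – parasite MetRS enzyme · Reagent – substrates ATP, L-methionine and bulk Escherichia coli tRNA · Doses – 11.9 µM compound single dose, 0.9% DMSO · Times – 15 min enzyme-compound preincubation, 2 h reaction, 10 min detection, 25 °C · Signal – Kinase-Glo luminescence, ATP depletion format · Controls – DMSO-only wells as low control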
NRP1-CendR mod – modulators of CendR peptide binding to human neuropilin-1. O14786. FAM-RPARPAR peptide binding to NRP-1, fluorescence polarization. inhibition, % at 25 µM. 360,000 compounds, 0.85% hits. AID 602438;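 active means inhibition or corrected inhibition above about 18%, plus a signal ratio from 0.5 to 1.5, limit read from the data, passing the limit was not always enough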; further: strong numbers were not always called active
MsrA act – activators of bovine methionine sulfoxide reductase A. purified bovine MsrA, absorbance read-out. activation, % at 10.6 µM. 360,000 compounds, 0.3% hits. AID 602163; in the data active means activation above about 7.5%;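 further: 0% = vehicle and 100% = reference activator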
FAS TE block – blocks the thioesterase domain of human fatty acid synthase | P49327 | recombinant FAS-TE, OMFH fluorogenic substrate, fluorescence endpoint | inhibition, % at 15 µM | 360,000 compounds, 0.67% hits | AID 602261;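 active means compounds whose normalised, plate-corrected inhibition of enzyme fluorescence in the single-dose primary screen is 50% or more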;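 further: 0% = DMSO with enzyme and 100% = substrate without enzyme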
MLLE-PAM2 inh – inhibitors of microRNA-mediated deadenylation, human PABP1 MLLE binding; P11940; GST-MLLE / FITC-PAM2 fluorescence polarization; inhibition, % at 20 µM; 360,000 compounds, 0.36% hits; AID 588489; in the data active means inhibition above about 35%, passing the limit was not always enough;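 further: plate controls were DMSO wells with GST-MLLE for no effect and wells lacking GST-MLLE protein for full effect; some results filed as inactive read as strong as hits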
MsrA inhibitor – bovine MsrA inhibition | purified bovine MsrA, absorbance read-out | inhibition, % at 15.5 µM | 360,000 compounds, 0.75% hits | AID 651718; in the data active means inhibition above about 4.5%;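 further: 0% = vehicle wells with enzyme and 100% = reference inhibitor wells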
SKN-1 block – inhibitors of C. elegans SKN-1 | C. elegans VP596 Pgst-4::GFP/RFP ratio, acrylamide-induced, 24 h | inhibition, % at 21.8 µM | 360,000 compounds, 0.49% hits | AID 624304;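 active means interference check ratio from 0.5 to 1.5 plus GFP to RFP signal ratio inhibition reaching or exceeding a fixed threshold, cut at about 30% in these data, passing the limit was not always enough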; further: some compounds called inactive have numbers as strong as hits
MT1-MMP act inh – MT1-MMP (human) activation inhibition; HT1080 RFP-PRO-GFP cells, GFP/RFP ratio fluorescence, overnight; percent of plate control window, DMSO zero; GFP/RFP ratio change, % at 20 µM; AID 651647; P50281; 360,000 compounds, 0.061% hits;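 active means GFP/RFP ratio change of at least 30% with cell ATP level not reduced by more than half and red fluorescence within 50% of control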; further: strong numbers were not always called active
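Assay system: RFP-PRO-GFP reporter HT1080 cells; read-out basis: GFP/RFP fluorescence ratio; benchmarks: DMSO wells and RFP-L50D-GFP cells; doses: 20 µM single dose, 1% DMSO; schedule: overnight cell settling, then overnight compound exposure, 37 °C, 5% CO2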
Starred values were filed as active, the others as inactive; . = not tested or not shown.

SMILES	eLon inh	TbMetRS inhib	NRP1-CendR mod	MsrA act	FAS TE block	MLLE-PAM2 inh	MsrA inhibitor	SKN-1 block	MT1-MMP act inh
NS(=O)(=O)c1ccc(CCNc2nc(C(F)(F)F)nc3ccccc23)cc1	0	0.7	-3	-2	2	-2	0.6	8	-1
O=C(CCC(=O)N1CCOc2ccc(Cl)cc21)NCCCN1CCN(Cc2ccccc2)CC1	-3	-0.5	11	0	2	-13	-0.3	11	0
CCCn1c(SCC(=O)NCc2ccc(F)cc2)n[nH]c1=O	-1	-1.5	-8	-2	-5	-1	-1.7	-1	3
COc1cc(/C=C2/C(=O)ON=C2c2ccccc2)ccc1O	1	-0.3	-23	-6	-13	-102	3.3	9	-3
CCCCN(CC)CCCNC(=S)Nc1ccc2nc(N3CCN(CC)CC3)cc(C)c2c1	-5	-0.1	3	-3	-6	-11	-0.7	6	0
CCC(=O)c1coc2ccc(O)cc12	0	-1.5	0	-3	-2	9	-0.6	-8	-1
c1ccc(CCn2nnc3ccccc32)cc1	-3	0.0	9	-2	1	7	2.3	14	-4
CCS(=O)(=O)N1CCN(C2CCC(C)CC2)CC1 (stereo not given)	-11	-1.3	-2	-12	-12	17	0.1	-12	6
COc1ccc(OC)c(/C=N\NC(=O)CC(=O)NCCc2ccccc2)c1	-7	-0.3	2	-6	-3	-2	1.8	-5	3
CCOc1ccc(S(=O)(=O)N2CCN(C3CC(=O)N(c4cccc(C(C)=O)c4)C3=O)CC2)cc1 (stereo not given)	-10	-0.1	-2	-1	3	-6	0.2	-2	4
CC1CCCC(C)N1NC(=S)Nc1ccc(OC(F)F)cc1 (stereo not given)	10	-0.2	4	-2	-3	-16	0.0	10	1
O=C(c1ccc(N2CCOCC2)c([N+](=O)[O-])c1)N1CCCCC1	-5	-0.5	13	-4	0	15	1.7	-6	3
COc1ccc(S(=O)(=O)N2CCC[C@H]2C(=O)N2CCC[C@H]2C(=O)NCc2ccccc2)cc1C	-5	-0.4	2	-1	-10	.	-0.3	15	7
C[C@H](CO)N1C[C@H](C)[C@@H](CN(C)S(=O)(=O)c2cccs2)Oc2ccc(NS(=O)(=O)c3ccccc3)cc2C1=O	5	-0.3	-6	0	-1	3	0.6	24	6
O=C(O)CC/C(=N\NC(=O)CNC(=O)c1cccc(Cl)c1)c1ccccc1	-4	-0.5	5	-10	-4	-5	0.4	-3	2
O=S(=O)(CC12C3C4C5C1C2C(Br)(C43)C51OCCO1)c1ccccc1 (stereo not given)	-4	-0.6	-4	-6	-9	-1	-0.3	19	0
CCc1cccc(OCC(=O)Nc2c[nH]c(=O)[nH]c2=O)c1	-5	0.7	9	1	0	-3	-0.6	3	1
Cn1c(=O)c(=O)n(C)c2cc(S(=O)(=O)N3CCCC3C(=O)NCc3cccs3)ccc21 (stereo not given)	-4	0.0	-9	-2	-3	-12	2.9	5	3
CCCN1C(=O)C(O)(C2COC(C)(C)CC2=O)c2ccccc21 (stereo not given)	6	-0.2	-2	-1	-2	-4	-1.7	-1	0
Cc1ccccc1C(=O)Nc1nnc(-c2ccco2)s1	6	-1.0	-6	-6	-3	10	1.5	7	3
COc1ccc([N+](=O)[O-])cc1NC(=O)Nc1ccccc1	-3	0.5	-12	-4	58*	-6	0.8	2	-3
CCc1cccc2c1NC1(CCCC1)CC2C (stereo not given)	-1	-1.1	17	-10	8	-1	-0.6	-7	8
CC(C)(C)C1CCC(=NNC(=O)CN(c2ccccc2)S(C)(=O)=O)CC1 (stereo not given)	-11	-0.3	1	-1	-4	2	1.0	2	-2
CCOC(=O)Cn1c(=O)oc2cc(S(=O)(=O)Nc3cc(Cl)ccc3OC)ccc21	-11	-0.4	-19	-2	47	-2	-2.1	2	-2
O=C1CC(c2ccccc2)Oc2ccc(Cl)cc21 (stereo not given)	-10	-0.3	-8	-7	14	18	1.2	18	3
COc1ccccc1N1CCN(C(=O)c2c(-c3c(F)cccc3Cl)noc2C)CC1	21*	-0.1	0	-1	0	-13	-1.8	3	0
Cc1cc(Br)ccc1N=C1NC(=O)CS1	-2	0.8	2	-1	-4	23	-0.1	14	3
COc1ccc(CNC(=O)C(NS(=O)(=O)c2cccc3nsnc23)C(C)C)cc1 (stereo not given)	-13	0.5	-4	-3	-2	-4	-0.6	17	0
C/C(=N\OC(=O)c1ccc(Br)cc1)c1ccccn1	-6	0.1	-7	-3	-8	-7	-1.0	-6	4
C[C@@H](C(=O)OCn1nnc2ccccc2c1=O)N1C(=O)C2CCCCC2C1=O (stereo not given in full)	-1	-0.8	8	-2	-4	7	-0.8	-3	-3
CCc1nnc(NC(=S)Nc2ccccc2)s1	-5	0.1	-11	1	-10	35	1.2	19	6
COc1ccc(NC(=O)c2cc(S(=O)(=O)N3CCCC3)c[nH]2)cc1	-9	0.2	5	-2	-4	5	0.8	-4	3
COc1ccc(C(=O)N2CCC(C)(C(=O)O)C2)cc1OC (stereo not given)	-2	-0.2	-5	-4	-6	8	-1.1	0	-1
CCn1c(=O)c(C(=O)NCCCO)c(O)c2ccccc21	0	-1.5	0	-2	1	1	-0.7	-9	9
O=C(/C=C/c1cccs1)N1CCCCC1	-7	0.2	-5	-4	-6	-6	1.7	0	-2
CC(=O)N1CCN(c2ccccc2NC(=O)c2cccc3c(Cl)cccc23)CC1	4	-0.6	6	-2	11	5	-0.2	1	-5
O=C(CNS(=O)(=O)c1ccc2c(c1)OCCCO2)N1CCN(c2ccc(F)cc2)CC1	-3	0.3	-8	-7	-1	29	1.0	-23	2
CC(C)C(=O)n1nc(-c2cccnc2)nc1NCc1cccs1	2	-0.6	-2	-1	4	-3	0.1	0	1
CC(=O)Nc1cccc(OCCCNS(=O)(=O)c2ccc(C#N)cc2)c1	-6	-0.1	2	-3	-1	-3	-0.6	13	2
Cc1[nH][nH]c(=O)c1N=Nc1ccc(F)cc1	5	-1.9	4	-13	-3	-14	2.8	18	2
CCS(=O)(=O)N1CCC(C(=O)N2CCN(c3ccccc3)CC2)CC1	-8	-0.1	-7	-2	-7	6	-0.5	10	5
O=c1c(Cc2c(F)cccc2Cl)c(O)ccn1Cc1ccc(F)cc1	2	-0.4	-14	-10	-2	5	-1.0	1	2
Cc1nc(SCC(=O)NC2CCCC2)[nH]c(=O)c1C	-11	-0.1	2	-2	-5	12	0.4	5	2
CCOc1cc(Br)cc(/C=N/NC(=O)c2cccnc2)c1O	-7	-0.3	-33	-3	40	-51	0.5	6	-8
Cc1cc(OCC(=O)Nc2ccc(S(=O)(=O)N3CCN(C)CC3)cc2)ccc1Cl	3	0.1	-1	-3	4	-11	-0.1	-6	7
COc1cccc(/C=N/NC(=O)CNC(=O)c2cccnc2)c1O	-1	-0.3	16	-1	-4	-4	1.1	10	2
Cc1nc(CSc2n[nH]c(=O)n2-c2ccccc2)cs1	-8	-0.5	-6	-2	-7	0	-0.6	-1	3
Cc1cccc(-c2nc(CN3CCCC(C(=O)NC4CCCCC4)C3)c(C)o2)c1 (stereo not given)	-3	-0.2	-8	3	0	0	0.3	7	0
CCCCN1CC(COc2ccccc2)Oc2cccc(F)c2S1(=O)=O (stereo not given)	-14	-0.8	-10	6	27	-3	-0.2	23	-3
COc1ccc(C(=O)Nc2cccc(OC(=O)c3ccc(C)c(C)c3)c2)cc1	4	-0.7	-8	1	27	1	1.4	42*	0
CCOC(=O)/C(C#N)=C/c1cc2ccc(C)cc2nc1Cl	-7	0.2	-21	-3	-14	1	0.2	10	1
COc1cc(/C=C2\SC(=S)N(Nc3ncc(C(F)(F)F)cc3Cl)C2=O)cc(OC)c1OC	0	-0.6	-8	-2	21	-113	0.7	2	25
Cc1cc(OCC(=O)NC(C)(C)C)ccc1Cl	-8	-0.1	2	-2	-5	10	0.7	-9	-1
COc1ccccc1NC(=O)c1c(N=Cc2c(O)ccc3ccccc23)cnn1C	1	-0.1	-3	-7	24	-10	1.3	7	-4
COc1ccc(CCNC(=O)c2c([S-])n(-c3ccc(C)cc3)c3cccc[n+]23)cc1	2	0.1	-16	-1	14	-126	-0.1	-2	-4
COc1ccc(NC(=O)C2C3C=CC4(O3)C2C(=O)N(CCN2CCCCC2)C4C(=O)NC2CCCC(C)C2C)cc1 (stereo not given)	-10	-0.1	2	7	-4	0	2.9	15	-1
CCC1CN(C(=O)Nc2cccc(C)c2)c2cc(C)ccc2O1 (stereo not given)	-5	-0.2	-12	-5	24	4	0.3	16	-4
O=C(Nc1cccc(NC(=O)c2ccc(Br)o2)c1)c1ccccc1	-11	0.3	1	-1	3	4	-1.2	-9	0
Cc1cc(OCC(=O)N2CCC(C(N)=O)CC2)c2c(C)cc(=O)oc2c1	-1	0.2	14	-4	-5	10	0.0	-8	-2
Cn1c(C(=O)NCCCN2CCN(c3ccccc3F)CC2)cc2c(=O)[nH]c3ccccc3c21	-7	-0.2	-2	-2	1	-7	-0.4	-13	4

Compound profiles, from the list above.
`COc1ccc(C(=O)Nc2cccc(OC(=O)c3ccc(C)c(C)c3)c2)cc1` across the screens: eLon inh: 4; TbMetRS inhib: -0.7; NRP1-CendR mod: -8; MsrA act: 1; FAS TE block: 27; MLLE-PAM2 inh: 1; MsrA inhibitor: 1.4; SKN-1 block: 42*; MT1-MMP act inh: 0
`CCC1CN(C(=O)Nc2cccc(C)c2)c2cc(C)ccc2O1` (stereo not given) across the screens: eLon inh: -5; TbMetRS inhib: -0.2; NRP1-CendR mod: -12; MsrA act: -5; FAS TE block: 24; MLLE-PAM2 inh: 4; MsrA inhibitor: 0.3; SKN-1 block: 16; MT1-MMP act inh: -4

(further entries)
SMILES	eLon inh	TbMetRS inhib	NRP1-CendR mod	MsrA act	FAS TE block	MLLE-PAM2 inh	MsrA inhibitor	SKN-1 block	MT1-MMP act inh
COc1cc(C(=O)NC2CCCc3ccccc32)cc(OC)c1OC (stereo not given)	7	-0.6	6	-6	0	-3	-1.3	12	5
Cc1cc(NC(=O)c2ccco2)c(=O)n(Cc2c(F)cccc2Cl)c1	3	0.3	-8	-1	6	-2	0.1	7	3
COCCN(C(=O)COC(=O)CCC1CCCCC1)c1c(N)n(Cc2ccccc2)c(=O)[nH]c1=O	4	-0.2	2	0	-15	12	0.5	-6	3
COc1ccc(-c2nc(-c3ccccn3)nc(N3CCN(C)CC3)c2C#N)cc1	-3	-0.2	7	2	-3	11	-0.4	9	-3
COC(=O)[C@@H]1CCCN1C(=O)CCc1nnc(CCC2CCCCC2)o1	0	-0.4	0	-3	-6	-16	0.5	12	-2
COc1ccc(Cn2c(=S)[nH]c3cc(C(=O)NCCCN4CCOCC4)ccc3c2=O)cc1	-5	0.1	3	-2	-1	-78	1.4	0	5
Cc1nnc(SCC(=O)Nc2sc3c(c2C#N)CCCCC3)n1N	1	-0.9	-14	-6	-8	20	0.6	-14	2
COc1ccc(S(=O)(=O)N2CCC(C(=O)N[C@H](C(=O)NC3CCCC3)C(C)C)CC2)cc1	1	-0.3	-10	-2	-6	18	-0.6	26	0
Cc1ccc2nc(/C(C#N)=C/c3ccc(-c4cccc([N+](=O)[O-])c4)o3)[nH]c2c1	-138	0.1	-133	4	-14	-93	1.0	16	-141

Screening results from PubChem BioAssay.
